Assay outcomes from PubChem BioAssay.
NOD2-RIPK2 inh – NOD2-RIPK2 protein interaction inhibition | O43353 | CHO BLA complementation NOD2-RIPK2, CCF4 ratio | inhibition, % at 4.98 µM | 360,000 tested, 0.38% active; in the data active = inhibition above about 21%;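 note: 0% = vehicle only and 100% = reference blocker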
SRC1 inh – human NCOA1 inhibition; HEK293 GAL4-SRC1 luciferase reporter, luminescence; AID 588354; Q15788; 360,000 tested, 0.12% active; inhibition, % at 3.6 µM;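 active = inhibition above the campaign mean plus 3 SD, with each screening campaign given its own cutoff, cut at about 60% in these data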;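 note: 0% = DMSO treated cells and 100% = gossypol at 36 µM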
Target sequence (Q15788 whole entry, looked up, the tested form may be a part): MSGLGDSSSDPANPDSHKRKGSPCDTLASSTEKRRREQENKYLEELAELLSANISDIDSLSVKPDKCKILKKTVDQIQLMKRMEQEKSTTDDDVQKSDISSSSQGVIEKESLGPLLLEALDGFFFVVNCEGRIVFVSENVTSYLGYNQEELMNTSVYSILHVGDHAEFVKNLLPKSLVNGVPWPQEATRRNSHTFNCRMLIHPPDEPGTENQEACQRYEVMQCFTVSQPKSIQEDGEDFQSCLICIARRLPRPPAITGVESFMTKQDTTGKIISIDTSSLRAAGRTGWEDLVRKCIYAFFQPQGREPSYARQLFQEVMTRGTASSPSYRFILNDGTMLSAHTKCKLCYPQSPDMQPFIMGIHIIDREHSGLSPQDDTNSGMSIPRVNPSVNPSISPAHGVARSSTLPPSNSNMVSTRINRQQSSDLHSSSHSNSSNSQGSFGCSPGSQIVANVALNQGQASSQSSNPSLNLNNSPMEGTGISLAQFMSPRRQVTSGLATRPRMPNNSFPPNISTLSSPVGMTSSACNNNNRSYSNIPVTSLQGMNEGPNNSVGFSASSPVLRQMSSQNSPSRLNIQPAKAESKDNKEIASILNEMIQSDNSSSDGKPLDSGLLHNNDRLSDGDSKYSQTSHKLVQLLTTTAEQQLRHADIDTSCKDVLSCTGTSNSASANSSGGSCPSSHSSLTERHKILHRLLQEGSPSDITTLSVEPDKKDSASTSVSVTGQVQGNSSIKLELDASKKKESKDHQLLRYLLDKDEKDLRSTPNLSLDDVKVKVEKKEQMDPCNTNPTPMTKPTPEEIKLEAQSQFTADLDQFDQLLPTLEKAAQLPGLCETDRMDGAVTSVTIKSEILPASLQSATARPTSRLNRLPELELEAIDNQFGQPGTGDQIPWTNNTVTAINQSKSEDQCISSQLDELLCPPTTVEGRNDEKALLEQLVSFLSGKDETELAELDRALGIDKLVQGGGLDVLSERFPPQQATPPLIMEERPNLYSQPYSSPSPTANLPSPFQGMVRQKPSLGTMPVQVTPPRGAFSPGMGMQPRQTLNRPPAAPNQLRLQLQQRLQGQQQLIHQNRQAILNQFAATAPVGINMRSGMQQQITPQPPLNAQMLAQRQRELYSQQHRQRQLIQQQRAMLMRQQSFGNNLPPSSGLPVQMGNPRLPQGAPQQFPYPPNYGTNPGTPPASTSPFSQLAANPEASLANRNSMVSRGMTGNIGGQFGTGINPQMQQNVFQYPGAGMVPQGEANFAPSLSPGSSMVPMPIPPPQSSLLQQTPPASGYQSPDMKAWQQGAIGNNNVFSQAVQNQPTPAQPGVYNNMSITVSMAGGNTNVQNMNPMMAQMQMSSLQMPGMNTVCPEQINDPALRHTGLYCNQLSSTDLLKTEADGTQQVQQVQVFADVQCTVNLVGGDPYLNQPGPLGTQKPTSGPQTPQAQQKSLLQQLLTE
NR2F2 inh – blocks human COUP-TFII nuclear receptor; P24468; HEK293T NGFI-A luciferase reporter, luminescence; inhibition, % at 8.6 µM; 370,000 tested, 0.7% active;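 active = inhibition above a per-plate cutoff, mean inhibition of test wells between control levels plus 3 SD, cut at about 38% in these data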;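 note: cells cotransfected with COUP-TFII expression vector driving the NGFI-A reporter; 0% = median of COUP-TF2 test wells and 100% = reporter-only cells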
NR5A2 inv ag – suppresses constitutive activity of human LRH-1. O00482. HEK293T StAR-luciferase reporter, LRH-1 transfected, 24 h. inhibition, % at 3.6 µM. 360,000 tested, 0.13% active. AID 602396;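 active = inhibition above the mean inhibition of all tested compounds plus 3 SD, cut at about 73% in these data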;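 note: 0% = DMSO wells and 100% = reporter-only cells lacking LRH-1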
TROY signal inh – TROY signaling inhibition. Q293 LMP1-TROYcd NF-kB luciferase reporter, 4 h. inhibition, % at 10 µM. 360,000 tested, 0.98% active. AID 1347056;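 active = compounds whose plate-normalised and pattern-corrected inhibition of the luciferase reporter signal at the single screening dose is 50% or more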
SRC3 inh – inhibits human SRC3 coactivator; Q9Y6Q9; 360,000 tested, 0.17% active; inhibition, % at 3.6 µM; AID 588352; HEK293 GAL4-SRC3 luciferase reporter, luminescence;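 active = inhibition above a per-campaign cutoff, the mean of all compounds plus 3 SD, cut at about 60% in these data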;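 note: 0% = DMSO-treated cells and 100% = gossypol-treated cells at 36 µM; higher means less SRC3-driven luciferase light from the GAL4 reporter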
C8 TRAIL sens – caspase-8 TRAIL sensitization; NB7+C8 cells + TRAIL, ATPlite viability luminescence; inhibition (viability loss, TRAIL sensitization), % at 10 µM; 360,000 tested, 1% active; AID 624354;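 active = compounds causing at least 50% loss of cell viability in the single-dose screen, relative to plate controls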
TLR9-MyD88 inh – blocks human TLR9 binding to MyD88; Q9NR96+Q99836; CHO BLA complementation TLR9-MyD88, CCF4 FRET ratio; inhibition, % at 4.98 µM; 340,000 tested, 0.21% active;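 active = inhibition above the mean over all tested compounds plus 3 SD, cut at about 21% in these data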;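 note: 0% = DMSO only wells and 100% = clavulanate BLA inhibitor control wells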
TWEAK-Fn14 inh – TWEAK-Fn14 signaling inhibition; TWEAK-stimulated Fn14 reporter cells, luciferase luminescence, 8 h; inhibition, % at 10 µM; 360,000 tested, 2% active; AID 1159606; in the data active = inhibition above about 50%
EBV LMP1 NFkB – inhibitors of Epstein-Barr LMP1-induced NF-kappaB reporter; LMP1-induced NF-kappaB luciferase reporter cells, luminescence; inhibition, % at 12.5 µM; 350,000 tested, 0.69% active; in the data active = inhibition above about 41%;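 note: 0% = neutral control wells and 100% = reference inhibitor control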
NCOA2 inhibitor – human SRC2 (NCOA2) inhibition. Q15596. HEK293 GAL4-SRC2 luciferase reporter, luminescence. inhibition, % at 9 µM. 370,000 tested, 0.17% active. AID 651957;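 active = inhibition above the mean inhibition of all tested compounds plus 3 SD, set per campaign, cut at about 52% in these data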;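 note: 0% = DMSO treated cells and 100% = cells given Gossypol at 36 µM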
An asterisk follows results filed as active; . = not tested or not shown. This is a subset; rates above refer to the full screens.

SMILES	NOD2-RIPK2 inh	SRC1 inh	NR2F2 inh	NR5A2 inv ag	TROY signal inh	SRC3 inh	C8 TRAIL sens	TLR9-MyD88 inh	TWEAK-Fn14 inh	EBV LMP1 NFkB	NCOA2 inhibitor
CCn1c(Cc2ccccc2)nnc1SCC(=O)Nc1nc2ccccc2s1	-5	-14	7	-7	-20	6	-17	5	8	-8	-9
Cc1ccc(CNS(=O)(=O)c2ccc(C(C)(C)C)cc2)n1C	-8	-14	-8	8	3	-9	2	0	19	-6	6
COc1ccc([N+](=O)[O-])cc1NC(=O)C(C)OC(=O)C1CCCC1 (stereo unspecified)	-13	-5	-10	5	-5	7	-2	-6	1	-3	-16
CCOC(=O)c1cc(-c2ccc(N3CCOCC3)cc2)nn1-c1ccc(F)cc1F	10	-6	15	13	-3	16	-9	-2	-27	-3	10
O=C(NCc1ccco1)c1cnccn1	2	4	3	13	2	4	-8	-3	3	-7	-2
CCOC(=O)c1cc[nH]c1CC(=O)NC	0	-16	-18	-6	10	4	-4	-2	-14	-7	14
N#Cc1ccccc1NC(=O)COC(=O)CN1C(=O)C2CCCCC2C1=O (stereo unspecified)	-9	-2	4	-8	-3	9	16	-7	3	-5	-9
O=[N+]([O-])c1ccccc1S(=O)(=O)NC1CCCCCCC1	3	8	3	5	13	-2	11	-2	1	4	15
CCOC(=O)c1c(C)[nH]c(C)c1S(=O)(=O)N(C)CC(=O)Nc1cccc(F)c1	7	11	-11	6	10	8	2	2	-2	1	-11
O=c1cc(-c2ccccc2)[nH]c2cc(F)ccc12	-5	-6	-37	15	8	4	8	7	13	2	12
CCNC(=S)NNC(=O)c1ccc(=O)n(Cc2ccccc2)c1	-6	-22	6	-1	7	-1	7	-9	-2	-1	8
COCCNC(=S)N1CCN(C(=O)C(=O)Nc2ccc(C(=O)OC)cc2)CC1	-6	12	4	-11	-6	12	-1	-6	-6	2	-8
COc1ccc(N2CCN(C(=O)CNS(=O)(=O)c3ccc(C)cc3)CC2)cc1	-4	-1	8	0	-6	7	-9	0	-3	-2	1
O=C1C=C(c2ccc(C(=O)O)cc2)C[C@@H](c2ccc3c(c2)OCO3)C1	-11	-35	-25	-8	-62	-24	6	4	-25	-12	-22
NC(=O)C1(N2CCCCC2)CCN(C(=O)c2cccs2)CC1	4	-18	5	-1	4	-3	-7	6	-12	-17	-11
CC(C)CN1CCC(=O)N([C@H](CN=[N+]=[N-])Cc2ccccc2)CC1	4	7	-4	-24	5	13	4	4	7	-2	-5
O=C(c1ccc(S(=O)(=O)Nc2ccccc2F)cc1)N1CCN(c2ccccn2)CC1	2	4	18	-1	13	18	-4	-2	10	4	-30
Cc1ccc2c3c([nH]c2c1C)-c1nonc1CC3	-6	-57	-25	-123	-35	-47	10	-2	-11	-13	-75
C=CCOc1ccccc1CNc1ccc2c(c1)OCCO2	-7	51	.	46	85*	56	59*	10	91*	20	.
COc1cc2c(cc1OC)CN(C(=O)c1ccc3nc[nH]c3c1)CC2	-9	8	2	4	15	8	-14	14	17	-3	3
CC(C)(C)NC(=O)C(=O)NNC(=O)c1cccc([N+](=O)[O-])c1	0	-6	12	-17	-18	-21	3	10	5	-4	-3
COC(=O)c1cc(-c2ccc(S(=O)(=O)N3CCCC3)cc2)c(C(F)(F)F)s1	11	-23	32	7	19	-5	-10	0	5	-6	14
Cc1cc(C)n(CCc2nc(-c3ccc(F)cc3)cs2)n1	-5	-3	0	-21	-29	-3	-3	0	-18	6	-2
CCOC(=O)C1CCN(S(=O)(=O)c2ccc(C(=O)OC)cc2)CC1	-10	2	5	-1	2	-1	4	-10	-14	-12	2
COc1ccc2c(=O)c3c(=O)n(CCc4ccccc4)c(C)nc3oc2c1	0	9	-14	-11	-10	4	1	.	-12	11	9
COc1ccc(C2=CSC3=C(C(=O)c4cccc(S(=O)(=O)N(C)C)c4)CCN23)cc1	-1	-6	-1	-8	-17	-8	-1	3	-16	5	1
CSCCC(NC(=O)COc1ccccc1)C(=O)N1CCOCC1 (stereo unspecified)	5	8	-1	1	7	-1	10	5	11	-5	15
CC(=O)c1cccc(NC(=O)c2nccnc2C(=O)O)c1	1	-8	-5	-2	-4	10	1	-3	2	-3	20
CCC1(c2ccccc2)SC(=O)NC1=O (stereo unspecified)	-5	-10	3	-16	-3	6	-2	-4	8	8	-8
O=C(Nc1ccc(C(F)(F)F)cc1)C1CCCCN1S(=O)(=O)c1ccccc1 (stereo unspecified)	-4	-1	18	-1	-8	-21	-6	-6	18	-3	15
O=C(NCCC1CCCCN1S(=O)(=O)c1ccccc1)C(=O)Nc1ccc(F)cc1F (stereo unspecified)	1	-8	-3	9	-9	30	16	-5	12	-12	-19
Cc1cc(OCC(=O)Nc2ccc3c(c2)OCCO3)cc(C)c1Cl	12	-2	16	-1	-38	14	4	-2	-4	1	-26
Cc1ccc(S(=O)(=O)NC(CC(C)C)C(=O)N2CCC(C)CC2)cc1 (stereo unspecified)	-13	-12	10	-17	-33	12	-7	4	3	7	28
Cc1cc(S(=O)(=O)N2CCN=C2c2ccccc2)c(Cl)cc1Cl	8	-4	19	-1	-12	20	-2	4	2	5	-31
COc1ccc(N2CCN(Cc3nc(-c4ccccc4)no3)CC2)cc1	-5	-4	-8	-8	11	17	4	0	13	-8	5
CN(C)/C=N/c1ncc(C(=O)c2ccc3ccccc3c2)s1	3	-22	-25	-46	-16	-42	-4	-5	0	-2	-34
Cc1ccc(C)c(OCC(=O)Nc2cccc(C(=O)O)c2)c1C	0	-62	-28	-109	-29	-71	-8	-3	-19	-5	-27
Cc1ccc(C)c(NC(=O)CSc2nnc([C@@H]3CCCN3C(=O)OC(C)(C)C)o2)c1	3	-16	-17	-18	-10	-16	-6	4	10	7	-11
C[C@@H]1CCCN1[C@H]1CS(=O)(=O)N[C@@H]1COCc1ccccc1	-16	2	-3	-17	17	-11	3	.	11	.	15
C=CCNc1nc(N)c([N+](=O)[O-])c(Nc2ccccc2OC)n1	-9	2	4	4	1	10	-8	-10	30	0	-11
COc1ccc(S(=O)(=O)N2CCOCC2)cc1NC(=O)CCc1cc(OC)c(OC)c(OC)c1	-4	-9	-20	7	-1	-42	-12	-5	-24	-4	10
Cc1ccc(S(=O)(=O)CC(=O)N2CC(C)OC(C)C2)cc1 (stereo unspecified)	-1	-13	19	-1	1	-1	-8	-3	10	13	8
CCCCN1C(=O)C(CC(=O)NCc2cccs2)CC(C(=O)N2CCCCCC2)=C1C (stereo unspecified)	-13	.	-11	-13	7	.	15	.	-7	.	-49
Cc1ccc(S(=O)(=O)N2C(=O)CCC2C(N)=O)cc1 (stereo unspecified)	-5	4	4	18	23	8	1	-2	15	1	-14
Cc1ccc(N(C)C(=O)c2cc(S(=O)(=O)N3CCCC3)cn2C)cc1	-7	-2	-4	4	7	18	-3	-4	7	9	12
O=C(/C=C/c1cccc(O)c1)c1ccc(N2CCOCC2)cc1	6	-10	-27	-5	-22	-38	36	7	14	7	-10
CCOc1ccc(C(=O)N2CCCC2)cc1OC	1	-4	-8	4	4	-7	-2	0	4	7	-18
CC(=N\O)/C(CN(C)C)=N/O	-5	3	3	-5	-22	-7	3	-7	11	-3	-21
O=c1[nH]c(N2CCN(c3ccccc3)CC2)nc2c1CCC2	-5	-2	1	-2	0	12	-4	-4	4	5	16
COc1cccc(-c2sc3cc(OC)c(OC)cc3c2-c2ccc(OCCN3CCCCC3)cc2)c1	-1	-4	.	12	4	5	39	-3	-2	2	.
CC12CCCC[C@@H]1CCC1C2CCC2(C)C1CC[C@@]2(O)CNCCO (stereo partly specified)	-4	4	6	-7	9	-1	4	1	-9	3	0
COc1cc(/C=C/C(=O)c2c(O)cc(C)oc2=O)cc(OC)c1O	4	-3	4	0	-4	9	9	9	-36	34	-48
Cc1c(NC(=O)CSc2ccc3c(c2)OCCO3)c(=O)n(-c2ccccc2)n1C	-9	-24	-1	-6	10	-20	3	-7	6	-7	-3
CC1CCCN(C(=O)c2cc(F)c(F)cc2Cl)C1 (stereo unspecified)	-13	6	11	-6	0	-2	-6	-6	-9	-1	-9
COc1ccc(/C=N/NC(=O)c2cc[n+]([O-])cc2)cc1O	4	3	-12	3	-1	-19	-14	-8	31	-2	-9
CN(Cc1cccnc1)Cc1cn[nH]c1-c1ccc(-c2ccccc2)cc1	-7	-16	-34	-32	-34	-6	2	4	-34	-5	-4
CC(C)CC(=O)Nc1nnc(-c2ccco2)s1	2	-65	-24	-93	11	-58	2	1	-5	-12	-24
CC(=O)c1cccc(NC(=O)CCC2CCCC2)c1	9	-20	-13	-29	-80	-14	8	2	-21	-7	-20
C=C(C)Cn1c(SCC#N)nc2ccccc2c1=O	-2	-26	4	-2	-1	7	10	3	8	5	-4
CCn1cc(C(=O)OCC(=O)N(C)C2CCS(=O)(=O)C2)c(=O)c2ccc(C)nc21 (stereo unspecified)	4	15	-3	3	5	-4	11	3	-1	7	-16

Gathered by group: the entries above with a COOH group (3)
SMILES	NOD2-RIPK2 inh	SRC1 inh	NR2F2 inh	NR5A2 inv ag	TROY signal inh	SRC3 inh	C8 TRAIL sens	TLR9-MyD88 inh	TWEAK-Fn14 inh	EBV LMP1 NFkB	NCOA2 inhibitor
O=C1C=C(c2ccc(C(=O)O)cc2)C[C@@H](c2ccc3c(c2)OCO3)C1	-11	-35	-25	-8	-62	-24	6	4	-25	-12	-22
CC(=O)c1cccc(NC(=O)c2nccnc2C(=O)O)c1	1	-8	-5	-2	-4	10	1	-3	2	-3	20
Cc1ccc(C)c(OCC(=O)Nc2cccc(C(=O)O)c2)c1C	0	-62	-28	-109	-29	-71	-8	-3	-19	-5	-27

New compounds follow
SMILES	NOD2-RIPK2 inh	SRC1 inh	NR2F2 inh	NR5A2 inv ag	TROY signal inh	SRC3 inh	C8 TRAIL sens	TLR9-MyD88 inh	TWEAK-Fn14 inh	EBV LMP1 NFkB	NCOA2 inhibitor
Cc1ccc(C(=O)c2cnc3ccccc3c2-c2ccccc2)cc1	-2	17	14	-19	31	20	-7	4	33	13	36
CCN(c1cccc(C)c1)S(=O)(=O)c1cccc2nsnc12	-4	-2	19	17	9	0	14	-4	-3	-2	-16
O=C(CC(Sc1ccc(Br)cc1)C(=O)O)c1ccc(F)cc1 (stereo unspecified)	-16	-9	-8	-6	-6	5	-14	-10	17	-14	-28
CCCc1nn2c(=O)cc(CSCC(=O)Nc3nnc(CC)s3)nc2s1	-7	15	-7	4	2	-7	-2	-3	0	-1	-19
Cc1ccc(CC(=O)NCc2ccc3c(c2)OCO3)cc1	-4	-17	-9	-30	-23	11	7	-4	-8	-5	0
CN(C)N1C(N)=C(C#N)C(c2ccc(F)cc2)C2=C1CCCC2=O (stereo unspecified)	-6	-7	19	-5	7	-4	-6	3	21	-14	1
Cc1ccc(NC(=O)CC2Oc3ccc(C)cc3NC2=O)c(C)c1 (stereo unspecified)	-4	-5	8	-10	23	2	25	2	10	0	-13
O=c1c2c3c(sc2n(CCN2CCCC2)c(=O)n1Cc1ccco1)CCCCC3	-3	-3	-19	1	6	18	12	-2	21	3	6
O=c1cc(CO)oc(C(Nc2cccc(C(F)(F)F)c2)c2ccccn2)c1O (stereo unspecified)	-3	4	-6	-27	-10	1	0	0	-6	-7	-26
CC1(C)CC2(CCO1)OC(=O)CC2C(=O)NCCc1ccccc1 (stereo unspecified)	-21	-10	-11	-8	16	-2	-5	5	-22	2	-24
